D1 PAM: Potentiators of Human D1 Dopamine Receptor: qHTS. HEK293 TREx D1 cells, calcium flux, dopamine EC20 potentiation. potentiation, % at 10 µM. D(1A) dopamine receptor (Homo sapiens), P21728. 0.036% of 360,000 active; in the data active = potentiation above about 30%; note: 0% is about no effect
D2 potentiator: HTS Assay for Positive Allosteric Modulators of the Human D2 Dopamine Receptor: Primary Screen for Potentiators; D(2) dopamine receptor (Homo sapiens), P14416; HEK293 T-REx D2, calcium flux, EC20 dopamine potentiation; potentiation, % at 10 µM; 0.34% of 340,000 active;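 active = potentiation over 3 SD above the plate norm, cut at about 30% in these data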; note: 0% is about no effect
Target sequence (P14416 whole entry, looked up): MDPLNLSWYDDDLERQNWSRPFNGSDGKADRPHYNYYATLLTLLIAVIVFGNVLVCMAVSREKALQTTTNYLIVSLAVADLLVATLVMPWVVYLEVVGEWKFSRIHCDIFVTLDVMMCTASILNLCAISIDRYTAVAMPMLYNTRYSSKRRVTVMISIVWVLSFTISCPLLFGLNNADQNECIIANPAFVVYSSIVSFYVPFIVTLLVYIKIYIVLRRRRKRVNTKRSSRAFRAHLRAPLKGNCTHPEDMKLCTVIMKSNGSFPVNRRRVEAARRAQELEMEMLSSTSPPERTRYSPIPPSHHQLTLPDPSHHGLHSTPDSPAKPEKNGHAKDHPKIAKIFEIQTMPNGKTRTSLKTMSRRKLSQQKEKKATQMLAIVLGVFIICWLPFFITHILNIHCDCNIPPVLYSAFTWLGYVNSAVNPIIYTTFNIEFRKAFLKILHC
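Calcium flux readout, no-wash dye, 1 read/s. Inducible HEK293 Trex D2 line, overnight 30 C. Compound alone 180 s (agonist flags), then EC20 dopamine, another 180 s to score potentiation.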
Vif-A3F inh: qHTS for Inhibitors of Vif-A3F Interactions: qHTS. 0.2% of 390,000 active. Potency, µM (series often up to 46.1 µM), without a hit: top-dose activity, negative = active. HeLa A3F-eYFP + Vif (tagged APOBEC3F with the HIV-1 protein that degrades it), YFP fluorescence increase; note: potency is the fitted concentration of half-maximal effect; % of control where 0% means no effect; nearly all actives have a fitted effect of over 65% in size
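HeLa cells stably expressing Vif plus C-terminally eYFP-tagged A3F were seeded, incubated overnight at 37 deg C, dosed with compound, incubated overnight again at 37 deg C. Yellow fluorescence (Ex 488/Em 500-530) reported blocked Vif-mediated A3F-eYFP degradation.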
D1 agonist: Allosteric Agonists of the Human D1 Dopamine Receptor: qHTS; D(1A) dopamine receptor (Homo sapiens), P21728; activation, % at 2 µM; HEK293 T-REx D1 cells, calcium flux, agonist mode; 1% of 360,000 active; AID 504660, 2011; in the data active = activation above about 30%; note: 0% is about no effect
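Agonism was scored from calcium flux recorded over 180 s (1 read/s) after pintool compound addition, following a 10-cycle baseline. Cells were inducible force-coupled HEK293 TREx D1, plated overnight at 30 C and loaded with no-wash calcium dye.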
Vif-A3G inh: qHTS for Inhibitors of Vif-A3G Interactions: qHTS | 0.076% of 410,000 active | HeLa A3G-eYFP + Vif (tagged APOBEC3G with the HIV-1 protein that degrades it), YFP fluorescence, overnight | Potency, µM (titrated, usually from 46.1 µM), for inactives: at the top dose activity, negative = active, most hits filed as inhibitors | DNA dC->dU-editing enzyme APOBEC-3G (Homo sapiens), Q9HC16;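 note: potency is the fitted concentration of half-maximal effect; % is set by controls: 0 for no effect and ±100 for the full control effect; nearly all actives have a fitted effect of over 60% in size; hits raise eYFP signal because A3G escapes Vif-driven loss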
Target sequence (Q9HC16 whole entry, looked up): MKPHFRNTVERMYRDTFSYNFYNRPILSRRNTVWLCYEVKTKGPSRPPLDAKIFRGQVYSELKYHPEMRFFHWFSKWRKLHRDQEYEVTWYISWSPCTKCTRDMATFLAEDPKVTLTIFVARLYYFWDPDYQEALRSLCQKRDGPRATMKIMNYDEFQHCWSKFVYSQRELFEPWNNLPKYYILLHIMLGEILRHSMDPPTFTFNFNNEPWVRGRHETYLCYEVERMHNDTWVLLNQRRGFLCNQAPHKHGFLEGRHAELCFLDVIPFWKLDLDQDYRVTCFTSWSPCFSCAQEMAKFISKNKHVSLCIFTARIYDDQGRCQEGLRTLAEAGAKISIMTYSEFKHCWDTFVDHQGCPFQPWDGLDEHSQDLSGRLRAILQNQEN
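Read-out is eYFP fluorescence (Ex 488/Em 500-530) from Vif-expressing HeLa A3G-eYFP cells; more signal means A3G escaped Vif-mediated degradation. Cells plated overnight, compound pinned in, incubated overnight at 37 deg C.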
LDHA inh: qHTS assay for inhibitors of human lactate dehydrogenase. L-lactate dehydrogenase A chain (Homo sapiens), P00338. purified LDHA, NADH/diaphorase-resazurin fluorescence; active compounds read low. activity change, % (values are at about 110 or 230 µM). 0.15% of 480,000 active; in the data active = activity change below about -30%; inconclusive = mostly about -25% to -30%;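 note: plate controls were DMSO wells for no effect and wells without enzyme for full effect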
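Remaining NADH was detected by diaphorase (0.133 mg/mL) converting 37 µM resazurin to fluorescent resorufin, read at 0 and 20 minutes. The preceding 5-minute room-temperature reaction used 2 nM LDHA, 0.2 mM sodium pyruvate and 0.06 mM NADH at pH 7.4.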
D1 antagonist: Antagonist of Human D 1 Dopamine Receptor: qHTS | D(1A) dopamine receptor (Homo sapiens), P21728 | HEK293 TREx D1 cells, calcium flux, dopamine EC80; active compounds read low | activity change, negative = inhibition, % at 10 µM | 3.2% of 360,000 active; in the data active = activity change below about -30%; note: % is set by controls: 0 for no effect and ±100 for the full control effect
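Cells carrying a force-coupled, tetracycline-inducible human D1 receptor report calcium flux. Each well gets a 10 s baseline, compound with 180 s monitoring, then an EC80 dopamine stimulus with a second 180 s kinetic read.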
RXFP1 ag: qHTS Assay for Agonists of the Relaxin Receptor RXFP1 | Relaxin receptor 1 (Homo sapiens), Q9HBX9 | HEK293T-RXFP1 cAMP TR-FRET, 30 min; response scale: percent of porcine relaxin response, buffer zero | Potency, µM (series often up to 57.5 µM), inactives show at the top dose activation, hits mostly activators | 0.3% of 370,000 active | AID 2676, 2010; note: potency is the fitted concentration of half-maximal effect; % is set by controls: 0 for no effect and ±100 for the full control effect; nearly all actives have a fitted effect of over 60% in size; many of its hits are not listed in these tables
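Agonist response is measured as cAMP accumulation in an RXFP1-transfected HEK293T line under PDE4 inhibition. Values are scaled between buffer-only and 29 nM porcine relaxin, and EC50s come from standard Hill equation fits.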
GRP78 ERSR act: qHTS for Inducers of the Endoplasmic Reticulum Stress Response (ERSR) in Human Glioma: qHTS. 0.02% of 420,000 active. Potency, µM, inactives show at the top dose activation, usual class: activators. AID 602332, 2012. U87-MG GRP78 promoter luciferase reporter, 16 h; note: potency is the fitted concentration of half-maximal effect; series mostly up to about 76 µM; % of control where 0% means no effect; nearly all actives have a fitted effect of over 35% in size
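Stably transfected U87-MG glioma cells carrying a GRP78-based luciferase sensor; 16 h compound incubation. Luminescence end-point read 10 min after Bright-Glo addition at room temperature.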
* marks the source's active call; other numbers are inactive results; ? = inconclusive; · = not tested or not shown; & = joins results of further samples. Unless noted, calls come from the whole dose curve; as a rule, active = well fitted curve in the direction sought with a large enough effect; inconclusive = small, poorly fitted or top-dose-only effect, or another doubt; inactive = no such curve, though single readings can be large; an effect the other way counts as inactive or inconclusive. The list is partial; count on the stated rates, not on these rows.

SMILES	D1 PAM	D2 potentiator	Vif-A3F inh	D1 agonist	Vif-A3G inh	LDHA inh	D1 antagonist	RXFP1 ag	GRP78 ERSR act
O=C(NCC1CCCO1)C(c1cccs1)N(Cc1ccccc1)C(=O)c1ccc(-c2ccccc2)[nH]1 (centres undefined)	0	4	-1%	3	-11%	5	-2	0.4%	-6%
O=C(CNC(=O)c1ccc(Cl)cc1)NNc1c(F)c(F)cc(F)c1F	·	·	-6%	·	-1%	-7	·	·	-5%
Cc1cnc(C(=O)Nc2ccc(N3CCN(C(=O)OC(C)(C)C)CC3)cc2)cn1	-5	15	-8%	10	-24%	-6	-25	-0.8%	-7%
Cc1nn(CC(=O)NNC(=O)c2ccccc2F)c([N+](=O)[O-])c1Br	6	-3	18%	1	-5%	-8	6	0.8%	-4%
N#Cc1ccsc1NC(=O)CSc1ncnc2ccccc12	6	-1	-4%	3	-28%	-4	9	3.6%	5%
COc1ccc(CCC(=O)Nc2ccc(Cl)c(S(=O)(=O)N3CCOCC3)c2)cc1OC	·	·	-5%	·	5%	-1	·	·	-4%
CC(=O)NCCNc1nc2c(-c3cccc(C)c3)nnn2c2ccc(Cl)cc12	-4	-7	-5%	3	7%	5	18	1.1%	0%
O=C(CN1C(=O)c2cccnc2Oc2ccc(Cl)cc21)NCCC1=CCCCC1	4	-15	4%	4	5%	-3	1	-1.3%	3%
COc1ccc2[nH]c3c(c2c1)CCN1C(=O)N([C@@H](C)C(=O)NCc2ccccc2)C(=O)[C@]31C	-5	1	-7%	-1	-4%	-10	-5	-2.8%	-1%
CC1CN(C(=O)CCC(=O)N2CCCCC2)c2cc(Cl)ccc2O1 (centres undefined)	-2	19	-4%	0	0%	0	-5	-0.9%	-3%
COc1ccc(C(=O)Nc2ccccc2NC(=O)c2ccc(OC)cc2)cc1	·	·	5%	·	-3%	0	·	·	1%
O=C(Nc1nnc(C2CC2)o1)c1ccc(S(=O)(=O)N2CCCCC2)cc1	-11	9	1%	1	1%	3	-9	1.8%	-4%
CN(C)C(=O)c1c(C(F)(F)F)nn(C)c1Cl	-1	·	3%	3	-4%	0	-21	-0.1%	-6%
C=CCN(CC=C)S(=O)(=O)c1ccc2nc(NC(=O)C(C)C)sc2c1	1	·	0%	23	?	-1	-9	0.8%	-6%
O=C(Nc1ccc(N2CCN(C(=O)c3ccc(Cl)cc3)CC2)cc1)c1cc2ccccc2o1	-2	-1	-4%	-1	7%	-4	-13	-1.2%	-5%
CCCCC(=O)Nc1ccc(C(=O)N2CCC(C(=O)OCC)CC2)cc1	-4	-7	-2%	2	-1%	0	3	0.1%	1%
CCOc1ccc(NC(=O)c2cc(S(=O)(=O)N3CCCCC3)c[nH]2)cc1	-2&-5	-1&3	-6%&-7%	2&10	1%&6%	-10&-14	-8&-6	-2.1%&1.7%	-5%&-3%
COc1ccccc1C(=O)Nc1sc2c(c1C#N)CCC2	3	0	-6%	1	1%	-3	8	-0.8%	0%
ClCc1nc2ccccc2n1Cc1ccccc1	-4	10	5.6µM*	-1	?	-3	-26	-0.7%	1%
CCC1(c2ccc(F)cc2)NC(=O)N(CC(=O)N2CC(=O)Nc3ccccc32)C1=O (centres undefined)	0	-2	-18%	1	-4%	-5	3	0.1%	-2%
O=C(CCC(=O)N(CC(=O)NC1CCCCC1)Cc1ccccc1)Nc1ccccn1	5	15	3%	1	-1%	-12	16	-3.8%	-6%
Cc1sc2ncnc(Sc3ccccc3C(=O)Nc3ccccc3Cl)c2c1C	-5	-7	-10%	5	-4%	-4	8	7.5%	-6%
O=C(CCc1ccccc1)NNC(=O)c1cc(Cl)ccc1O	-3	12	-10%	-2	0%	0	-22	-1.0%	1%
CN(c1ccccc1)c1nc(N)c([N+](=O)[O-])c(N2CCCCC2)n1	-5	7	8%	2	2%	-1	13	-0.3%	-1%
Cc1cc2nsnc2c(S(=O)(=O)NCC(=O)O)c1C	-2	4	-2%	1	0%	-3	-13	1.4%	-4%
CCN1C[C@@H]2[C@@H]3C(=O)N(C)C(=O)[C@@H]3[C@](C)(C1=O)N2C(=O)c1ccc(Br)cc1	·	·	2%	·	2%	-4	·	·	-1%
Cc1ccc(Cl)cc1NC(=O)CN1C(=O)c2cccc3cccc1c23	-1	-2	-10%	1	4%	-5	9	8.3%	0%
COc1ccc(Cc2noc(-c3ccc(OC)c(OC)c3)n2)cc1OC	-4	0	-4%	6	-2%	2	6	2.6%	3%
Cc1nc2c(sc(=S)n2Cc2ccco2)c(=O)n1CC(=O)Nc1ccccc1Cl	5	3	-10%	10	1%	1	6	1.4%	-3%
O=C(Nc1cccc2ccccc12)C1CCCC1	1	10	0%	0	2%	-2	2	1.2%	-2%
O=C(Nc1cccc([N+](=O)[O-])c1)NC1CCS(=O)(=O)C1 (centres undefined)	0	-2	3%	7	0%	-2	-17	-3.2%	-3%
Cc1cc(Br)ccc1NC(=O)CN(C)C(=O)C1CCN(c2ncnc3sc(C)c(C)c23)CC1	·	·	12%	·	-1%	-1	·	·	-5%
CC1(C)COC(/C=C/c2ccc([N+](=O)[O-])cc2)=N1	-6	2	-2%	14	-25%	-3	-27	1.9%	3%
Cc1ccc(C(=O)O)cc1S(=O)(=O)N1CCSCC1	-2	7	-1%	2	-8%	-5	-7	0.2%	4%
C=CCn1c(=NC(=O)c2cc(Cl)sc2Cl)sc2cc(S(N)(=O)=O)ccc21	-12	-4	?	-2	-17%	-6	-10	2.7%	-4%
O=C1/C(=C\c2cccc(O)c2O)SC(=S)N1Cc1ccccc1	2	14	0%	9	-12%	9	-2	-0.2%	1%
COc1ccc(-n2c(-c3ccc(C)cc3)cc3c2CC(C)(C)CC3=O)c(OC)c1	-4	-6	-4%	1	0%	1	-2	3.6%	-6%
CC1CCc2cc(F)ccc2N1C(=O)c1cnc2sccn2c1=O (centres undefined)	-2	-1	-5%	-1	0%	-4	22	1.7%	0%
CCCOc1ccc(/C=N/NC(=O)c2nnn(-c3nonc3N)c2-c2cccs2)cc1OC	-1	-3	-3%	4	1%	0	0	1.6%	-1%
OCCC1CN(Cc2nc3c(s2)CCCC3)CCN1Cc1ccccc1 (centres undefined)	1	1	2%	0	-3%	1	3	4.2%	1%
COc1ccc(-c2nc3ccccc3c(=O)n2N)cc1	-3	-4	3%	-1	2%	-6	-15	-0.1%	-1%
COc1ccc(/C=C2\SC(=S)N(CCCC(=O)Nc3ccc(O)cc3)C2=O)cc1	-9	-3	?	5	-17%	-1	-23	-1.0%	-11%
O=C(CCc1nnc2ccc(NCc3ccco3)nn12)Nc1ccc(F)cc1	-5	13	-14%	-1	-2%	-1	-7	3.2%	-2%
CCOP(=O)(OCC)c1nc(/C=C/c2ccccc2)oc1NCc1ccccc1	-5	-3	3%	3	2%	4	2	14%	-5%
COc1ccc(CCNC(=O)c2cc(-c3ccncc3)nc3ccc(S(=O)(=O)N4CCOCC4)cc23)cc1OC	0	-6	-3%	1	0%	-5	4	-0.1%	-2%
CCN1CCSc2ccc(C(=O)NCc3cc(Br)ccc3OC)cc21	-6	-12	1%	2	0%	-4	6	8.3%	-5%
CSCC(=O)Nc1cc(C)on1	3	-3	-27%	3	2%	-1	-7	-3.6%	-1%
CSc1ccccc1C(=O)NCc1ccc(F)cc1	-1	15	-1%	0	0%	-5	-8	-0.8%	1%
O=C(NCC(c1ccco1)N1CCN(c2ccccc2F)CC1)C(=O)NC1CCCCC1 (centres undefined)	-6	8	0%	0	1%	-3	22	-0.4%	-6%
CCc1ccccc1N(C(=O)CCC(=O)Nc1cc(C)on1)C(C(=O)NC1CCCC1)c1ccco1 (centres undefined)	6	-11	4%	3	2%	0	5	2.4%	-3%
COc1cc(C2C(C#N)=C(N)N(c3cccnc3)C3=C2C(=O)CCC3)ccc1O (centres undefined)	-2	3	-7%	2	0%	15	-11	1.5%	-2%
Cc1onc(-c2ccccc2)c1C(=O)Nc1ccnn1C1CCCCC1	1	-3	5%	-4	0%	-12	11	0.6%	-8%
Cc1cnc(C(=O)Nc2ccccc2-c2ccc(C)o2)cn1	-3	·	-17%	0	-2%	8	-8	-0.8%	1%
O=C(NCSC1=NCCS1)c1ccccc1	-6	11	-15%	0	0%	2	-12	1.0%	-9%
c1ccc(-c2ccnc3nc(-n4cccc4)nn23)cc1	2	11	8%	3	2%	-12	11	0.6%	-2%
COc1ccc2cc(C(=O)N3CCC(Cc4ccccc4)CC3)[nH]c2c1	6	-2	-1%	1	0%	0	2	0.4%	-4%

Ordered by heavy-atom count (falling): part of the list above
SMILES	D1 PAM	D2 potentiator	Vif-A3F inh	D1 agonist	Vif-A3G inh	LDHA inh	D1 antagonist	RXFP1 ag	GRP78 ERSR act
COc1ccc(CCNC(=O)c2cc(-c3ccncc3)nc3ccc(S(=O)(=O)N4CCOCC4)cc23)cc1OC	0	-6	-3%	1	0%	-5	4	-0.1%	-2%
Cc1onc(-c2ccccc2)c1C(=O)Nc1ccnn1C1CCCCC1	1	-3	5%	-4	0%	-12	11	0.6%	-8%
CCN1CCSc2ccc(C(=O)NCc3cc(Br)ccc3OC)cc21	-6	-12	1%	2	0%	-4	6	8.3%	-5%
CSCC(=O)Nc1cc(C)on1	3	-3	-27%	3	2%	-1	-7	-3.6%	-1%

From PubChem BioAssay
